Assay outcomes as filed in PubChem BioAssay.
Cav32 inh – inhibitors of human Cav3.2 T-type calcium channel; 4% of 100,000 active; Cav3.2-expressing cells, Fluo-4 calcium fluorescence FDSS; hits give low values; O95180; B-score at 10 µM;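 active = single-dose well whose peak fluorescence ratio is a statistical outlier from its plate by either plate-standardised score or position-corrected B-score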
Starred values were filed as active, the others as inactive.

SMILES | Cav32 inh
COc1ccccc1Cn1c(=S)[nH]c2cc(C(=O)NCCN3CCOCC3)ccc2c1=O | 0.18
Cc1cccc(C(=O)N2CCN(c3ccccn3)CC2)c1 | 1.2
O=C(CSc1ccc2nnc(-c3ccc(F)cc3)n2n1)NCc1ccco1 | 0.69
O=C(Cn1ccc2ccccc2c1=O)NCCC(=O)Nc1cccnc1 | 1.5
CCN1C(=Nc2ccc(Cl)cc2)SC/C1=C\C(=O)OC | -0.56
CC1CCCN(c2ccc(C(=O)NCC3CCCO3)cn2)C1 (stereo not given) | 0.008
COc1ccc(CCNC2CC(C)N(C)CC2C)cc1OC (stereo not given) | -0.46
CCc1nc(N)c(C#N)c(-c2ccc(O)c(OC)c2)c1C | 0.06
C=CCn1c(SC(C)C(=O)NC2(C#N)CCCCC2)nnc1-c1ccc(OC)cc1 (stereo not given) | -0.026
Cc1ccc(C(=O)/C=C/c2ccc(-c3ccccc3[N+](=O)[O-])o2)cc1 | 0.26
COCCNC(=O)c1ccc2c(=O)n(Cc3ccco3)c(SCC(=O)NC3CCCCC3)nc2c1 | 0.49
CCOc1ccc(NCc2nnc(SCc3ccccc3Cl)n2-c2ccccc2)cc1 | -4.2*
Cc1cccc(NC(=O)c2sc3nc4c(c(-c5cccs5)c3c2N)CN(C)CC4)c1 | 0.69
Cc1ccc(CNc2cnccn2)cc1 | 0.31
CC(C)Nc1ccc(C(CC(N)=O)NC(=O)c2ccc(Br)cc2)cc1[N+](=O)[O-] (stereo not given) | -1.6
COc1ccc(C)cc1NC(=O)CN1C(=O)c2cccc3cccc1c23 | 0.029
CC1(C)CC(=O)N(CC(=O)NCc2ccc(F)cc2)c2ccccc2S1(=O)=O | 1.3
Cc1ccc(S(=O)(=O)NC(=O)c2ccc(Br)o2)cc1 | 0.25
Cc1cc(NC(=O)CSc2nnc3c(C)cc4c(C)ccc(C)c4n23)no1 | -1.9
COc1ccc2nc(C)cc(SCC(=O)N/N=C/c3cccc4ccccc34)c2c1 | -0.5
COc1ccc(NC(=O)c2ccc(Cl)c(S(=O)(=O)N3CCc4ccccc4C3)c2)cn1 | -3.3
COC(=O)Cc1cc(=O)[nH]c(Nc2nc3ccccc3o2)n1 | 3.5*
COc1ccccc1NC(=O)c1c(C)oc2c1CCCC2 | -1.3
COCCNC(=O)CN1CCN(Cc2cccc(Cl)c2)C1=O | 1.3
CCOC(=O)CSc1nnc(C)c(C)n1 | -3.6
Next results follow.
SMILES | Cav32 inh
CCc1ccc(OCC(=O)NCc2ccco2)c(Br)c1 | -1.1
O=C(O)c1cccc(S(=O)(=O)Nc2ccc3oc(=O)sc3c2)c1 | 0.093
COc1ccc2c(=O)c3c(=O)n(Cc4ccco4)c(-c4cc(OC)c(OC)c(OC)c4)nc3oc2c1 | -0.053
O=C(Nc1nc(=S)ss1)c1c(F)cccc1F | 0.35
CCCCn1c(=O)[nH]c(=O)c2c1ncn2Cc1ccco1 | 1
Oc1ccc(Cl)cc1CNc1ccc(Br)cn1 | -0.85
COC(=O)CCC(=O)NNC(=O)CCCOc1ccc(Cl)cc1Cl | -0.095
CC1=C(C(=O)OCC2CCCO2)C(c2cccc(C(F)(F)F)c2)C2=C(CC(c3ccco3)CC2=O)N1 (stereo not given) | -3.4
Cc1nc(C(=O)NCc2ccccc2)sc1C1(C)CC(c2cccc([N+](=O)[O-])c2)=NO1 (stereo not given) | -1.6
O=C(Cc1ccccc1)NCCS(=O)c1ccc(Cl)cc1 (stereo not given) | 0.17
Cc1ccc2nc3c(cc2c1)CN(Cc1ccco1)C(=NCC1CCCO1)S3 (stereo not given) | -1.1
CCCCCn1c(SCC(=O)OCC)nc2cc(C(=O)N3CCC(C(N)=O)CC3)ccc2c1=O | 1.4
O=C(NCCC1=CCCCC1)NC1CCCCC1 | -1.5
Cc1ccc(S(=O)(=O)NC(=O)c2cc(C)n(-c3cc(S(=O)(=O)N4CCOCC4)ccc3N3CCCC3)c2C)cc1 | 0.13
O=C(CCc1ccccc1)Nc1ccc(NC(=O)c2ccco2)nc1 | 0.086
COc1ccc(Cc2nc(C(=O)Nc3ccc(OC)cc3)cs2)cc1 | -1.7
Cc1nnc(SCC(=O)N2CCOCC2)n1C | 0.086
CC(Sc1nc(N)cc(=O)[nH]1)C(=O)NC1CCCCC1 (stereo not given) | 2
C=C1N(c2ccc(Cl)cc2)C(=O)OC1(C)C | 0.64
COC(C[C@@H](O)C[C@@H](O)[C@@H](C)OCc1ccccc1)OC | -0.78
Cc1cc(Br)ccc1NC(=O)CCN1C(=O)c2ccncc2C1=O | 0.76
Cc1cccc(NC(=O)c2ccccc2Br)n1 | -0.034
OCCN(Cc1ccccc1)CC1CC2C=CC1C2 (stereo not given) | 0.32
O=S(=O)(Cc1ccccc1Cl)Nc1ccccn1 | 0.98
Cc1ccc2c(C(=O)CN3CCOCC3)c(C)[nH]c2c1 | 1.7
Continued:
SMILES | Cav32 inh
O=c1oc2c(CN3CCOCC3)c(O)c(Cl)cc2c2c1CCC2 | 2.4
CNCc1ccccc1Sc1ccc(OC)c(OC)c1 | 1.5
COc1ccc(CN(C(=O)CSc2nnc(-c3ccccc3C)o2)c2ccc(F)cc2)cc1 | -4.7*
Cc1cc(=O)oc(C)c1C(=O)N[C@@H]1CCCCNC1=O | 0.41
CCOC(=O)C1CCN(C(=O)c2cccnc2)CC1 | 0.77
Cc1nc2ccccc2c(=O)n1N | 0.19
C=CCn1c(SCC(=O)O)nnc1-c1cccc(Cl)c1 | -0.75
Cc1cc(NC(=O)Cn2cnc3c(cnn3C(C)(C)C)c2=O)no1 | 0.45
COC(=O)c1cc(NC2c3ccccc3C(=O)N2c2cccnc2)cc(C(=O)OC)c1 (stereo not given) | -0.26
CCn1c(COc2ccc(C(C)C)cc2)nnc1SCC(=O)Nc1nccs1 | -0.89
COc1cccc(NC(=O)C2CCN(S(C)(=O)=O)CC2)c1 | 0.46
Cn1c(COc2ccccc2)nnc1SCC(=O)Nc1ccc2c(c1)OCO2 | -0.52
CCn1c(CSc2nc3ccccc3s2)nnc1SCC(=O)OC(C)(C)C | -1.9
CCc1cc(-c2ccc3c(c2)COc2c4ccccc4nn2-3)on1 | -0.36
Cc1nc(C(=O)O)sc1C1(C)CC(c2cccc([N+](=O)[O-])c2)=NO1 (stereo not given) | 0.18
COc1ccc(CCC(=O)Nc2ccc3c(c2)OCCO3)cc1 | 0.22
CCn1c(Cn2nnc(-c3ccccc3)n2)nnc1SCC(=O)N1CCOCC1 | 0.28
CCOC(=O)c1c(NC(=O)CC)sc(C(=O)N2CCCCC2)c1C | -0.12
COc1cccc(C(CC(=O)Nc2cccc3ccccc23)NC(=O)c2ccccc2)c1 (stereo not given) | -1.3
Cc1ccc(-n2ncc3c(=O)[nH]c(SCC(=O)N4CCN(c5ccccc5)CC4)nc32)cc1 | -0.41
CC1(C)Cc2c(c(-c3ccccc3)nc(N3CCCC3)c2C(N)=O)CO1 | 0.15
Cc1ccc(NC(=O)Nc2ccc3c(c2)N(C)C(=O)CS3)nc1 | 0.67
CN1CCN(C(=O)c2cc3ccccc3oc2=O)CC1 | 0.013
CCOC(=O)C(=CNc1ccc(C)cc1C)C(=O)OCC | -0.71
CN(C(=O)COc1ccccc1)c1nnc(-c2ccncc2)s1 | -0.19
Further records.
SMILES | Cav32 inh
CC(C)Cc1cc(C(=O)NCc2cccnc2)no1 | 0.025
O=C(CC1COc2ccccc2O1)NC1CCCCC1 (stereo not given) | 0.049
COc1ccc(S(=O)(=O)NCCSC(C)(C)C)c(Cl)c1Cl | -3.3
CC(C)C(=O)Nc1ccc(NC(=O)c2cc3ccccc3o2)cc1 | -0.26
COCCN1Cc2cccc(C(=O)Nc3cccnc3)c2C1=O | 0.37
COC(=O)c1ccc(CN2[C@H](C(=O)OC)C[C@@]3(O)[C@H](O)[C@H](O)[C@H](O)C[C@@H]23)cc1 | 0.5
CCC1Oc2ccc(C)cc2N(Cc2cccc(C)c2)C1=O (stereo not given) | -2.9
CC(C)CNS(=O)(=O)c1ccc(S(=O)(=O)NC2CCOC(C)(C)C2)cc1 (stereo not given) | 0.33
CC1CCCCC1NC(=O)Cn1nnc(-c2ccc(Cl)cc2)n1 (stereo not given) | -0.37
CCOC(=O)N1CCC(N2CCN(S(=O)(=O)CC)CC2)CC1 | 0.67
O=C(c1ccc(Br)cc1)C1CCc2occc2C1=O (stereo not given) | 0.3
O=C(Nc1ccccc1C(=O)N1CCCCC1)C1CCCCC1 | 0.79
O=C(NC1=NCCS1)c1ccc(Cl)c(S(=O)(=O)N2CCCCC2)c1 | 0.0036
O=C(Cc1ccc(NS(=O)(=O)c2ccc(F)cc2)cc1)NCc1ccccc1 | -5.2*
O=c1[nH]c2ccc(S(=O)(=O)N3CCCCC3)cc2o1 | -2
CCn1c(SCC(=O)Nc2cc(C)on2)nnc1-c1ccc(S(=O)(=O)N2CCCC2)cc1 | 1.4
CCOC(=O)N1CCN(C(=O)COc2cc(=O)n(CC)c3ccccc23)CC1 | 1.4
CC(C)(C)OC(=O)NCc1ccc(NC(=O)c2nc[nH]c2C(=O)N[C@@H](Cc2ccccc2)C(=O)OC(C)(C)C)cc1 | -1.1
O=S(=O)(c1ccccc1)N1CCN(C2CCCCCCC2)CC1 | -2.6
COc1ccc(NC(=O)C2CC(=O)OC23CCOC(C)(C)C3)cc1 (stereo not given) | 0.57
Cc1ccc(S(=O)(=O)N[C@H](C(=O)N2CCC(C(=O)NCC(=O)O)CC2)C(C)C)cc1 | 0.031
O=C(c1ccco1)N1CCN(Cc2cccnc2)CC1 | 1.4
COc1ccccc1C1NC(=O)NC(C)=C1C(C)=O (stereo not given) | 1.7
Cc1ccnc(N2C(=O)c3cccc4c([N+](=O)[O-])ccc(c34)C2=O)c1 | -0.67
O=C1c2ccccc2C(=O)N1CCN1CCOCC1 | 0.093
(more compounds)
SMILES | Cav32 inh
Cc1ccc(NC(=O)C2CCN(S(=O)(=O)c3ccc(F)cc3)CC2)cc1 | -1
COC(=O)c1ccccc1NC(=O)NCc1ccco1 | 1.1
CC1(C)NC(=O)N(CCCCOc2ccc(Br)cc2Cl)C1=O | -0.12
Cc1ccc(NC(=O)CCC(=O)NNC(=O)c2ccco2)c(C)c1 | 0.53
N#Cc1c(N)n(CCNC(=O)c2ccc(Cl)cc2)c2nc3ccccc3nc12 | 0.72
O=C(CN1CCN(c2ccccn2)CC1)Nc1cc(C(F)(F)F)ccc1Cl | 0.15
O=C(CC1CCCCC1)N1CCCC(c2nc(-c3ccc(S(=O)(=O)N4CCCC4)cc3)no2)C1 (stereo not given) | -2.8
COCCOC(=O)C1=C(C)NC(=O)NC1c1c(OC)ncnc1OC (stereo not given) | -0.48
CCc1ccc(NC(=O)CSc2nc3cc(C(=O)OC)ccc3c(=O)n2CC2CCCO2)cc1 (stereo not given) | -0.12
COc1cccc(-c2csc(N3CCN(C(=S)Nc4cccc(Cl)c4)CC3)n2)c1 | -0.88
Cc1c(C(=O)N2CCOCC2)sc(NC(=O)c2ccc3c(c2)OCO3)c1C#N | 0.22
CCOc1ccc(NC(=O)CSc2nnc(-c3ccccn3)n2N)cc1 | 0.51
CCn1c(SCc2cccnc2)nnc1-c1c[nH]c2ccccc12 | 0.62
N#CCSCC(=O)Nc1ccc(Cl)cc1 | 0.18
CCCC(C(=O)NCc1ccco1)N(C(=O)CNS(=O)(=O)c1ccc(Cl)cc1)C1CCCC1 (stereo not given) | -8.4*
c1cncc(-c2nc(-c3ccco3)cs2)c1 | -0.18
C/C=C(\C)C(=O)N1CC2(CC(c3cccc(NC(=O)CCCCC)c3)=NO2)C[C@@H]1C(N)=O (stereo not given in full) | -0.096
NC(=O)[C@@H]1CC2(CC(c3cccc(NC(=O)CC(c4ccccc4)c4ccccc4)c3)=NO2)CN1C(=O)c1ccc(Cl)cc1 (stereo not given in full) | -0.45
CCOC(=O)c1[nH]nc2c1C(=O)N(Cc1ccccc1)C2=O | 1.2
CSc1nc2ccc(NS(=O)(=O)c3ccc4c(c3)OCCO4)cc2s1 | -4.5*
Cc1ncsc1CCSc1n[nH]c(=O)n1-c1ccccc1 | 0.52
CC1(C)CC(=O)C2=C(C1)N(Cc1cccnc1)C(=O)C2(NC(=O)c1cccnc1)C(F)(F)F (stereo not given) | -0.81
O=C(C[n+]1ccc(C(=O)N/N=C/c2ccc(Cl)cc2Cl)cc1)c1ccccc1 | 0.55
Cc1oc(-c2cccs2)nc1CS(=O)CC(=O)NCCCN1CC(C)CC(C)C1 (stereo not given) | -0.48
CCCCn1c(=O)n(CC(=O)Nc2ccc(C)c(Cl)c2)c(=O)c2c1ncn2Cc1ccco1 | -4.8
Cc1cc(C(C)(C)C)oc1C(=O)N1CCN(C(=O)c2oc(C(C)(C)C)cc2C)CC1 | -0.78

A second format for some results above.
Cav32 inh	smiles
-1	Cc1ccc(NC(=O)C2CCN(S(=O)(=O)c3ccc(F)cc3)CC2)cc1
1.1	COC(=O)c1ccccc1NC(=O)NCc1ccco1
-0.12	CC1(C)NC(=O)N(CCCCOc2ccc(Br)cc2Cl)C1=O
0.53	Cc1ccc(NC(=O)CCC(=O)NNC(=O)c2ccco2)c(C)c1
0.72	N#Cc1c(N)n(CCNC(=O)c2ccc(Cl)cc2)c2nc3ccccc3nc12
0.15	O=C(CN1CCN(c2ccccn2)CC1)Nc1cc(C(F)(F)F)ccc1Cl
-2.8	O=C(CC1CCCCC1)N1CCCC(c2nc(-c3ccc(S(=O)(=O)N4CCCC4)cc3)no2)C1 (stereo not given)
-0.48	COCCOC(=O)C1=C(C)NC(=O)NC1c1c(OC)ncnc1OC (stereo not given)
-0.12	CCc1ccc(NC(=O)CSc2nc3cc(C(=O)OC)ccc3c(=O)n2CC2CCCO2)cc1 (stereo not given)
-0.88	COc1cccc(-c2csc(N3CCN(C(=S)Nc4cccc(Cl)c4)CC3)n2)c1
0.22	Cc1c(C(=O)N2CCOCC2)sc(NC(=O)c2ccc3c(c2)OCO3)c1C#N
0.51	CCOc1ccc(NC(=O)CSc2nnc(-c3ccccn3)n2N)cc1
0.62	CCn1c(SCc2cccnc2)nnc1-c1c[nH]c2ccccc12
0.18	N#CCSCC(=O)Nc1ccc(Cl)cc1
-8.4*	CCCC(C(=O)NCc1ccco1)N(C(=O)CNS(=O)(=O)c1ccc(Cl)cc1)C1CCCC1 (stereo not given)
-0.18	c1cncc(-c2nc(-c3ccco3)cs2)c1
-0.096	C/C=C(\C)C(=O)N1CC2(CC(c3cccc(NC(=O)CCCCC)c3)=NO2)C[C@@H]1C(N)=O (stereo not given in full)
-0.45	NC(=O)[C@@H]1CC2(CC(c3cccc(NC(=O)CC(c4ccccc4)c4ccccc4)c3)=NO2)CN1C(=O)c1ccc(Cl)cc1 (stereo not given in full)

Some of the compounds tested. The share of hits here may be higher or lower than overall.
